# Screens: PubChem, National Center for Advancing Translational Sciences (NCATS)
# TbPYK inhibitor: inhibitors of Trypanosoma brucei pyruvate kinase; Q57TT1; TbPYK enzyme, Kinase-Glo Plus ATP luminescence, 45 min; Potency, µM (series often up to 76.8 µM), for inactives: top-dose activity, negative = inhibition, usual class: inhibitors; actives 0.12% (n = 410,000); further: nearly all actives have a fitted effect of over 50% in size
#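 TbPYK + substrate in 50 mM TEA pH 7.2, 100 mM KCl, 10 mM MgCl2, 0.05% BSA, 0.01% Tween-20; cpd pinned; ADP 130 uM final; 45 min RT; Kinase-Glo Plus 10 min; luminescence endpoint.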
# HCV inhibitor: HCV inhibition. Huh7.5.1 HCVcc-Cre infection, luciferase reporter, 44 h. Potency, µM (top dose mostly 41.8 µM), for the others: at the top dose activity change, negative = inhibition, actives largely listed as inhibitors. actives 3.4% (n = 340,000)
#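 Infectious HCVcc-Cre (~0.5 moi) was added to cells just after compound, with cells seeded 4 h earlier at 1,000 per well. Luciferase activity after 44 h culture reported infection; substrate was incubated 15 min at room temperature before reading.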
# An asterisk follows results filed as active; ? = inconclusive; [ ] = remark or other dose. The call rests on the fitted dose curve; in most records, active means well fitted curve in the direction sought with a large enough effect; inconclusive means small, poorly fitted or top-dose-only effect, or another doubt; inactive means no such curve, though single readings can be large; an effect the other way counts as inactive or inconclusive. On the % scale 0 is the no-effect control and ±100 the full control effect; potency means the concentration at half of the fitted maximal effect. These rows are one share of the data; the hit share may differ from the screen's.
mol	TbPYK inhibitor	HCV inhibitor
O=Nc1c(O)ccc2cc(S(=O)(=O)O)ccc12	-28%	17%
COc1ccc(NC(C)=O)cc1S(=O)(=O)Nc1ccc(S(=O)(=O)N2CCCCC2)cc1	0%	-14%
CC(O)(c1ccccc1)c1ccc2ccccc2n1 (stereo unspecified)	4%	29%
CCCN(C(=O)COC(=O)CNS(=O)(=O)c1ccc(NC(C)=O)cc1)C1CCS(=O)(=O)C1 (stereo unspecified)	4%	18%
CCOC(=O)N1CCN(C(=O)CNC(=O)c2ccccc2F)CC1	3%	20%
COc1cccc(C(=O)OCC(=O)NC23CC4CC(CC(C4)C2)C3)c1	0%	17%
O=C(O)C1CC(C(=O)O)SS1 (stereo unspecified)	7%	6%
CC(C)N(C(=O)[C@H]1C[C@H](CC(=O)NCCN2CCOCC2)C(=O)N2CCc3c([nH]c4cc(CCC(=O)N(C)C)ccc34)[C@]12C)C(C)C	5%	0%
CC(C)(C)NC(=O)C(c1ccc(-c2ccccc2)cc1)N(C[C@H]1CC[C@@H]([C@@H]2CC[C@H](CO)O2)O1)C(=O)c1ccc(-c2ccccc2)cc1 (stereo partly specified)	4%	-24%
CN(C)c1ncnc2c1ccn2C1OC(CO)C(O)C1O (stereo unspecified)	-5%	?
COC(=O)C1=C(C(=O)OC)C(C(=O)OC)C(C(=O)OC)C(C(=O)OC)(C(=O)OC)C(C(=O)OC)=C1C(=O)OC (stereo unspecified)	?	?
Cc1ccc(NC(=O)c2ccco2)nc1	-20%	21%
CC(=O)C1N=NCC1c1ccccc1 (stereo unspecified)	14%	10%
CC(C)(C)S(=O)(=O)N1C[C@@H]2C(=CC[C@H]3C(=O)N(c4ccccc4)C(=O)[C@@H]23)[C@@H]1CCO	6%	-9%
Cc1ccc2nc(COC(=O)c3ccc(Cl)nc3)cc(=O)n2c1	2%	0%
CC(Sc1nnc2n1CCCCC2)C(=O)Nc1ccccc1[N+](=O)[O-] (stereo unspecified)	3%	8%
COc1ccc2[nH]c3c(c2c1)CCN1C(=O)C(CC(=O)NCc2cccc(C(F)(F)F)c2)C[C@H](C(=O)N2CCCCC2)[C@@]31CCc1ccccc1 (stereo partly specified)	-2%	10%
C[C@H](CO)N1C[C@H](C)[C@@H](CN(C)S(=O)(=O)c2ccc(F)cc2)Oc2c(NS(=O)(=O)c3ccc(F)cc3)cccc2C1=O	1%	-8%
CN(c1ccc(OCC(=O)NC2CCC(O)CC2)cc1)S(=O)(=O)c1ccc(Cl)cc1 (stereo unspecified)	0%	1%
COc1ccc(S(=O)(=O)N(C)C[C@H]2Oc3c(NS(=O)(=O)c4ccc(F)cc4)cccc3C(=O)N([C@H](C)CO)C[C@@H]2C)cc1	3%	-5%
O=C(Cn1cc(C(F)(F)F)ccc1=O)N1CCc2ccccc21	0%	-1%
O=C1CCCCC1(O)Cc1ccc2c(c1)OCO2 (stereo unspecified)	1%	-3%
COc1ccc(C(C#N)=Cc2ccc(NC(C)=O)cc2)cc1	-3%	-22%
O=C(NC1CC1)c1cc(=S)[nH]c2ccccc12	-2%	?
C#CCOCCOCCOCCNc1nc(N2CCN(C(=O)[C@H](C(C)C)n3cc(CCO)nn3)CC2)nc(N2CCN(C(=O)[C@H](C)n3cc(CCCN=C(N)N)nn3)CC2)n1	2%	-6%[8.37 µM]
[N-]=[N+]=CC(=O)C(O)(c1ccccc1)C(Cl)c1ccccc1 (stereo unspecified)	-1%	?
COc1ccc(C2=CCCCCC2)c(OC)c1OC	16%	12%
Cc1ccc(S(=O)(=O)N2CCC[C@H]2C(=O)OCc2nc3ccccc3s2)cc1	-5%	5%
COc1ccc(C(=O)c2c(-c3ccc(OC)cc3)oc3ccc(-c4cc(OC)c(OC)c(OC)c4)cc23)cc1	4%	?
COc1ccc(/C=C2/CCC(CN3CCOCC3)C2=O)cc1 (stereo unspecified)	?	5µM*
COc1cccc(-c2cc(C(=O)Nc3ccc(N(C)C(C)=O)cc3)c3cc(Br)ccc3n2)c1	-1%	11µM*
CCCCCCCCCC(=O)N[C@@H]1c2cc(OC)c(OC)cc2C[C@H]1OCc1ccccc1	5%	-1%
Cc1cc(C)c2c(n1)nn1c(C3CC3)cc(C(F)(F)F)nc21	-2%	-9%
Cc1ccc(S(=O)(=O)N2CCC[C@H]2C(=O)Nc2ccccc2Cl)cc1	-7%	?
O=C(/C=C/c1ccc(F)cc1)N1CCN(Cc2ccccc2)CC1	2%	-14%
C[C@]12CCC3C(C[C@@H](O)[C@H]4C[C@@H](O)CC[C@]34C)C1CC[C@@H]2O (stereo partly specified)	-3%	-3%
CC[C@H](C)[C@H]1CNC(=S)N1CC1CCN(CCC23CC4CC(CC(C4)C2)C3)CC1	-6%	?
CN(C)c1ccc(/C=N/NC(=O)c2nnn(-c3nonc3N)c2CN2CCCCCC2)cc1	-1%	5%
CCOC(=O)c1[nH]c2ccccc2c1N=CN(C)C	1%	-10%
Cc1ccc(S(=O)(=O)NCC(=O)OCC(=O)Nc2cccc(S(=O)(=O)N3CCOCC3)c2)cc1	-9%	18%

# (listing goes on)
# The line under a structure holds: TbPYK inhibitor, HCV inhibitor
Clc1cc(I)cc(Cl)c1NC1=NCCN1
  1%, ?
O=C(CCC(=O)c1ccc(Cl)cc1)OCn1nnc2ccccc2c1=O
  -3%, 34%[activator]
CCn1cnc2cc(NC(=O)COc3ccc(C)cc3)ccc21
  -7%, -11%
Cc1ccc(S(=O)(=O)c2nc(-c3ccccc3Cl)oc2N2CCN(C)CC2)cc1
  4%, -46%
CC1CCC2[C@@H](C)C(=O)OC3O[C@]4(C)CCC1C32OO4 (stereo partly specified)
  5%, 22%
COc1ccc2c(c1)CCCC21NC(=O)N(CC(=O)NCc2cccs2)C1=O (stereo unspecified)
  5%, -12%
O=C(Nc1ccc(S(=O)(=O)O)cc1)c1ccc2c(c1)S(=O)(=O)c1ccccc1C2=O
  -6%, 14%
C=C1C(=O)O[C@@]23[C@H]1CC[C@@H](C)[C@@H]2CC[C@@]1(C)O[C@@H]31
  7%, 2.8µM*
O=C(NCc1ccc2c(c1)OCO2)c1ccccc1Cl
  3%, 0%
COc1cc(CNCc2ccncc2)ccc1OCC(N)=O
  7%, 23%
Nc1ccc(Cc2ccc([N+](=O)[O-])cc2)cc1
  1%, -24%
O=C1c2ccc(-c3nc4ccccc4o3)cc2C(=O)N1Cc1ccccc1
  2%, -11%
CCCNC(=O)c1cccc(COCC(F)(F)F)c1
  -11%, 14%
O=C(O)c1cc2cc(S(=O)(=O)O)ccc2cc1O
  -8%, 37%[activator]
Cc1ccc(S(=O)(=O)c2cc3c(=O)n4cccc(C)c4nc3n(CCc3ccccc3)c2=N)cc1C
  1%, 9%
COc1ccc(COCC(O)CN2CCN(S(=O)(=O)c3c(F)cccc3F)CC2)cc1OC (stereo unspecified)
  -3%, 35µM*
O=C(Nc1ccc(S(=O)(=O)N2CCOCC2)cc1)C1CCN(S(=O)(=O)c2ccc(Cl)cc2)CC1
  0%, ?
COc1nc(=O)n(C2CCCO2)cc1C (stereo unspecified)
  3%, 6%
CC(C)c1ccc(C(=O)OCC(=O)c2c(N)n(C)c(=O)n(C)c2=O)cc1
  7%, ?
COc1ccc(C(=O)Nc2cc(S(=O)(=O)N3CCCC3)ccc2Cl)cc1
  -5%, -7%
CC(C)=CCC12Oc3cc(O)ccc3C1(O)Oc1cc(O)c([C@H]3C=C(C)CC(c4ccc(O)cc4O)[C@H]3C(=O)c3ccc(O)cc3O)c(O)c1C2=O (stereo partly specified)
  3%, 13µM*
CN(Cc1ccc(C(F)(F)F)cc1)C(=O)C1CC(=O)N(Cc2ccco2)C1 (stereo unspecified)
  1%, -5%
CCOc1ccc(C(=O)NCC(=O)NNC(=O)CN(C)S(=O)(=O)c2ccc(Cl)cc2)cc1OCC
  4%, 24%
O=C(Nc1scc(-c2ccc(Br)cc2)c1C(=O)O)c1ccccc1F
  1%, 7%
CC(C)(C)OC(=O)N(Cc1ccccc1)Cc1cccc(OCc2cccc(NC(=O)c3ccccc3)c2)c1
  4%, 7.9µM*
CCOC(=O)[C@H](C)N1[C@H](C)[C@H](c2ccccc2)Oc2ccc(Cl)cc2S1(=O)=O
  -8%, 19%
COc1ccc(S(=O)(=O)Nc2cccc3c2O[C@H](CN(C)C(=O)Nc2c(C)noc2C)[C@@H](C)CN([C@H](C)CO)C3=O)cc1
  -12%, -1%
Cn1c(=O)c(S(=O)C2CCCCC2)c(O)c2ccccc21 (stereo unspecified)
  4%, -3%
CCC(/C=C1\Oc2ccc(OC)cc2N1C)=C\c1sc2ccccc2[n+]1CCCS(=O)(=O)[O-]
  -28%, 5%
C=C(C)CNC(=O)c1ccc(OC2CCN(C(=O)COC)CC2)cc1
  4%, 12%
CCOC(=O)C[C@H]1c2ccccc2S(=O)(=O)N1c1cccc(OC)c1
  1%, 1%
CC(C)C[C@@H](CNCC(=O)[C@H](CC(=O)O)NC(=O)c1[nH]cnc1C(=O)N[C@H](CN)CC(C)C)NC(=O)c1nc[nH]c1C(=O)N[C@@H](Cc1ccccc1)C(=O)O
  -3%, 23%
Cc1ccc(NC(=O)Cc2nc(COC(=O)c3c(F)cccc3Cl)cs2)cc1
  -4%, 8.9µM*
CCCCn1c(N)c(N(Cc2ccccc2OC)C(=O)C(C)Oc2ccc(Br)cc2)c(=O)[nH]c1=O (stereo unspecified)
  0%, 0%
CCN1C[C@@H]2[C@@H]3C(=O)N(Cc4ccccc4)C(=O)[C@@H]3[C@](C)(C1=O)N2C(=O)c1ccc(F)cc1
  1%, 0%
CC1CC(C)OP(=O)(OCCC#N)O1 (stereo unspecified)
  -3%, 12%
CCN(CC)C(=O)n1nc(C)c(CN2C(=O)c3ccccc3C2=O)c1C
  6%, 14%
COc1ccccc1N1CCN(CC(=O)Nc2cc(C)nn2-c2nc(C)cc(C)n2)CC1
  27%, -5%
CSC1=NCCN1C(=O)C(C)(C)Oc1ccc(Cl)cc1
  1%, 7%
COc1ccc(COC(=O)CCc2c[nH]c3ccccc23)cc1F
  -11%, 3%
Cc1cc(=O)n(C(C)Cc2ccccc2)n1C(C)Cc1ccccc1 (stereo unspecified)
  -11%, 3%
COC(=O)C1=C(c2cc3ccccc3o2)C[C@@H]2CC[C@H]1N2C(=O)N1CCCCC1
  -1%, ?
CC=C(C)C1(CCC)C(=O)NC(=S)NC1=O
  -6%, 19%
Cn1nc(C(=O)NNC(=O)c2cccc(Cl)c2)c2ccccc2c1=O
  3%, 3%
CN(Nc1cccc(Cl)c1)c1cccc(Cl)c1
  5%, -26%
O=C(CC1C[C@H](C(=O)N2CCOCC2)[C@@]2(CCC3CCCC3)c3[nH]c4ccccc4c3CCN2C1=O)NCCCn1ccnc1 (stereo partly specified)
  1%, 3%
CC(C)N1CCN(c2ccc(OCC3COC(Cn4cncn4)(c4ccc(Cl)cc4Cl)O3)cc2)CC1 (stereo unspecified)
  -6%, ?
CC(C)N(C(=O)[C@H]1CC(CC(=O)NCc2ccco2)C(=O)N2CCc3c([nH]c4ccccc34)[C@]12C)C(C)C (stereo partly specified)
  2%, -29%
CCn1c(SCC(=O)N2c3ccccc3CCc3ccccc32)nc2c1c(=O)n(C)c(=O)n2C
  2%, -7%
CCCN1Cc2cc(OC)ccc2-c2ccccc2S1(=O)=O
  -2%, ?
